Bioassay records as filed in PubChem BioAssay.
NPYLR7 agonist: agonists of mosquito NPYLR7 receptor, primary screen, cell-based, Aedes aegypti, calcium fluorescence, mosquito biting behavior. Aedes aegypti neuropeptide Y-like receptor 7 (NPYLR7). HEK293T NPYLR7/Galpha15, GCaMP6s calcium fluorescence. activation, % at 10 µM. 270,000 tested, 0.15% active; in the data active = activation above about 40%;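 note: 0% = vehicle and 100% = reference agonist at the receptor; some compounds past the cut are filed as inactive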
hcGAS lum: Primary biochemical luminescence assay for human cyclic GMP-AMP synthase inhibitors | Q8N884 | recombinant h-cGAS, ATP depletion, Kinase-Glo luminescence | inhibition, % at 12.5 µM | 290,000 tested, 0.081% active;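 note: 0% = vehicle reaction and 100% = reaction without DNA for no activity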
Target sequence (Q8N884 whole entry, looked up): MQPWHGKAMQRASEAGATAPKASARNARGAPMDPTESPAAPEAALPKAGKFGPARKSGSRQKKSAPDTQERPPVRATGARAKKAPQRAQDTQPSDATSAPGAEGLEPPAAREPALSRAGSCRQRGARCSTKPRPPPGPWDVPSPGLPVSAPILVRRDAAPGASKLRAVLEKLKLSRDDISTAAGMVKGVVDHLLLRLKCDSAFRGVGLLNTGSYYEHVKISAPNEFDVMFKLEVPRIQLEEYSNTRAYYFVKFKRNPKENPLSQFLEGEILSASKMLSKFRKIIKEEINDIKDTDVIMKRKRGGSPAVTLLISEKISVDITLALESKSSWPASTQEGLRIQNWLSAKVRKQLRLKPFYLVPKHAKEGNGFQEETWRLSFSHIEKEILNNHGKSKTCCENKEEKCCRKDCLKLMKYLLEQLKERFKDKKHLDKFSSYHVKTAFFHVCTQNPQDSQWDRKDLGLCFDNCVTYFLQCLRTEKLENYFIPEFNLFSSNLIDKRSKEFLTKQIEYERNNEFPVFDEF
mcGAS inh: cyclic GMP-AMP synthase inhibitors, mouse, primary biochemical chemiluminescence; Q8C6L5; recombinant cGAS, Kinase-Glo ATP depletion luminescence; inhibition, % at 12.5 µM; 160,000 tested, 0.15% active; AID 1259399, 2018;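 note: 0% = negative control wells and 100% = reference inhibitor with no enzyme activity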
The depositor's hits bear a star; nt = no result given; & = joins results of further samples. Cut-off read from the data, not from the text of the source, unless noted: active = inhibition above about 40%; inactive = the rest.

SMILES	NPYLR7 agonist	hcGAS lum	mcGAS inh
Cc1nc(C(=O)N2CCN(c3ccccc3)CC2)nn1-c1ccc(F)cc1	17.7	-9.0	nt
O=C(N1CCOCC1)C(F)(F)C1(F)OC(F)(F)C(F)(F)C1(F)F (stereo unspecified)	6.7	-9.1	nt
Cc1ccc(-n2nc3c(c2NC(=O)c2ccccc2C)CSC3)cc1	-0.5	-5.2	nt
Cc1ccsc1C(=O)N1CCC1(C)C(=O)NS(=O)(=O)c1cccs1 (stereo unspecified)	-1.9	-7.8	nt
C=CCN1C(=O)NC(=O)/C(=C/c2cccc(OCc3ccccc3F)c2)C1=O	3.3	-2.2	-6.0
COc1cc(C)ccc1OCCOc1ccc(Br)cc1	16.9	-17.4	nt
Cc1cc(C)c(NC(=O)CN(C)CCC(=O)Nc2ccccc2Cl)c(C)c1	0.4	2.8	nt
COc1cccc(C(=O)N2CCc3ccccc3C2c2ccc(F)cc2)c1 (stereo unspecified)	1.0	-9.1	-8.5
CC(C)(C)c1cc(C(C)(C)C)c2oc(=N)c(C(N)=O)cc2c1	-7.4	-6.8	nt
C=CCN(Cc1ccc(Cl)s1)C(=O)CSc1nnc(-c2ccc(C)cc2)o1	-0.9	-3.0	nt
O=C(COc1ccc2ccccc2c1)NC1CCCN(C(=O)C2CC2)C1 (stereo unspecified)	-1.9	1.4	nt
O=C(/C=C/c1ccccc1)N1CCN(c2nc(N3CCOCC3)nc(-n3ccnc3)n2)CC1	-13.2	-0.6	-8.4
CCOC(=O)c1cc(-c2ccc(N3CCN(C(=O)c4cc(C)oc4C(F)(F)F)CC3)cc2)n(-c2ccc(F)cc2)n1	24.3	-4.0	-6.7
COC1CCCN(C(=O)CC2c3ccccc3CCc3ccccc32)C1 (stereo unspecified)	12.2	-5.3	nt
O=C(Nc1sc2c(c1C(=O)Nc1ccc(Cl)cc1)CCCC2)c1ccccc1	0.6	-2.9	-4.6

4 entries from above in a different format.
SMILES | NPYLR7 agonist | hcGAS lum | mcGAS inh
O=C(/C=C/c1ccccc1)N1CCN(c2nc(N3CCOCC3)nc(-n3ccnc3)n2)CC1 | -13.2 | -0.6 | -8.4
Cc1cc(C)c(NC(=O)CN(C)CCC(=O)Nc2ccccc2Cl)c(C)c1 | 0.4 | 2.8 | nt
COc1cc(C)ccc1OCCOc1ccc(Br)cc1 | 16.9 | -17.4 | nt
Cc1ccsc1C(=O)N1CCC1(C)C(=O)NS(=O)(=O)c1cccs1 (stereo unspecified) | -1.9 | -7.8 | nt

(next part)
SMILES	NPYLR7 agonist	hcGAS lum	mcGAS inh
O=C(Cc1cccs1)NCc1nnnn1C1CCCCC1	7.4	-0.2	1.1
NC(=O)c1ccc(NC(=O)COC(=O)c2ncc(Cl)c(Cl)c2Cl)cc1	-3.6	-6.4	-14.8
CCC(c1nnc(SCC(=O)NC(=O)NC(C)(C)C)o1)N(C)C (stereo unspecified)	1.7	9.9	0.1
COCCN1C(=O)CC2(C1=O)C(=O)N(CCCOc1ccc(Cl)cc1)c1ccc(OC)cc12 (stereo unspecified)	-14.1	4.5	-1.4
COc1ccc(-n2nc(C)c(-c3ccccc3)c2NC(=O)CN(C(=O)NCc2ccccc2)C(C)C)cc1	1.0	-8.4	-2.6
Cc1cccc(-n2cc(-c3ccnc(NC(C)Cc4cccnc4)n3)cn2)c1 (stereo unspecified)	2.4	-7.7	nt
Cc1ccc2nc(SCC(=O)Nc3ccc(S(N)(=O)=O)cc3)[nH]c2c1	-1.0	-7.2	-5.7
O=[N+]([O-])c1ccc(N2CCCc3ccccc32)c([N+](=O)[O-])c1	-5.0	-10.6	nt
CC(C)Cn1cncc1CNC(=O)c1cccc2ccnn12	8.0	-7.8	-12.7
CN(CC(=O)N1CCOC(Cc2ccccc2Cl)C1)C1CCNCC1 (stereo unspecified)	6.8	-6.6	-15.6
O=C(c1c(Cl)cccc1Cl)N1CCc2ccccc2C1c1ccccc1Cl (stereo unspecified)	6.9	-4.2	-5.4
CC1CCCC(C)N1NC(=S)Nc1ccc(OC(F)F)cc1 (stereo unspecified)	1.8	-7.0	nt
C=CCN(C(=O)COc1ccc(Cl)cc1)C(C)C(=O)c1c(C)c(C(=O)OC)n(C)c1C (stereo unspecified)	-10.5	-7.4	-5.6
O=S1(=O)CCN2C(c3cc(Cl)ccc3Cl)=CSC2=N1	-1.8	-0.8	nt
Cc1cc(C)c(NC(=O)C(C)OC(=O)c2ccccn2)c(C)c1 (stereo unspecified)	-5.2	-4.7	nt
Cc1ccc(C2=NN(S(C)(=O)=O)C(c3cc4cc5c(cc4nc3Cl)OCO5)C2)cc1 (stereo unspecified)	12.9	-2.9	-3.0
Cc1ccc(C)c(-n2nc(-c3ccco3)cc2C(=O)N2CCN(c3cccc(Cl)c3)CC2)c1	-3.1	-6.0	-3.8
O=C(CCN(c1nc(-c2cccs2)nc2ccccc12)C1CCCCC1)N1CCCC1	4.3	-4.5	-6.7
COc1ccc(CC(=O)N2CCC(c3cn(Cc4ccc(C(F)(F)F)cc4)c4ccccc34)CC2)cc1	9.1	-4.7	-4.9
CN(C)c1cccc(C(NC(=O)C(C)(C)c2ccc(Cl)cc2)c2ccc(S(C)(=O)=O)cc2)c1 (stereo unspecified)	-3.0	-5.5	-3.4
COc1ccc(C)c2sc(N(CCCN(C)C)C(=O)c3cc(C)nn3C)nc12	0.3	-9.6	-6.7
CN(C)C(=O)c1ccc(NC(=O)COc2ccc(F)c(Cl)c2)cc1	-3.1	1.5	nt
Cc1ccc(CN(CCc2ccccc2)C(=O)CN(CCN2CCCC2)C(=O)c2ccco2)o1	4.5	0.2	-2.5
CCN(CCC(F)(F)F)C(=O)Cc1ccccc1F	1.5	-7.2	nt
O=C(Cn1cc(OCc2ccccc2F)c(=O)cc1CO)NCc1ccc(F)cc1	3.6	-10.3	-7.2
Cc1cccc(C2CC(c3ccc(C)c(C)c3)=Nc3nnnn32)c1 (stereo unspecified)	4.3	2.1	nt
CCCCn1c(N)c(N(CC)C(=O)CC(C)(C)C)c(=O)[nH]c1=O	4.3	-2.7	nt
CC(C)=CCC/C(C)=C/CNC(=O)c1cc(N2CCN(c3cccc(C(F)(F)F)c3)CC2)nc2ccccc12	nt	-8.0	-8.5
CC(C)(C)C(=O)N1CCN(c2cc(N3CCOCC3)nc(N)n2)CC1	0.6	-4.7	-15.9
CN(CC(=O)N1CCCC(c2nnc(Cn3ccnc3)n2C)C1)C1CCCC1 (stereo unspecified)	nt	-11.3	-4.9
CC(Cc1cccnc1)NC(=O)CCc1nnc(C2(c3ccc(Cl)cc3)CCC2)o1 (stereo unspecified)	0.7	-1.3	-2.9
Cc1ccc(CN(Cc2ccc(F)cc2)C(=O)CN(C(=O)Cc2ccccc2)C2CCCCC2)s1	nt	-12.5	-8.9
CC(C)Oc1cccc(C(=O)C2CCCN(C(=O)c3ccccn3)C2)c1 (stereo unspecified)	-2.8	-1.0	nt
Cn1cc(S(=O)(=O)N2CCSc3ncccc32)c(=O)n(C)c1=O	0.2	6.0	nt
COCCN(Cc1csc(COc2ccc(Cl)cc2)n1)C(C)=O	-3.4	0.6	0.1
CCNC(=O)NC1CCN(c2ccccc2C(=O)NCC2CCCO2)CC1 (stereo unspecified)	-0.4	-2.1	-3.3
Cc1ccc(C2=NC(C)(C)N(C(=O)c3ccccc3)C2=S)cc1	3.4	-8.7	-4.8
CC(=O)c1ccccc1NC(=O)CC(C(=O)O)c1ccc(F)cc1 (stereo unspecified)	4.7	-10.5	nt
O=C(O)C1Sc2[nH]c(=O)sc2C2c3ccc(O)cc3OC(=O)C12 (stereo unspecified)	11.1	14.6	nt
Cc1nc(C)c(CN2CCC2(C)C)s1	15.6	-9.6	nt
COc1ccc(S(=O)(=O)NCCCn2ncccc2=O)cc1	-7.4	-2.6	-7.2
COc1cccc(CNC(=O)CSc2ccc(NC(=O)c3cccc(F)c3)nn2)c1	0.1	2.0	nt
CCc1ccc(C(=O)N2CCC3(CC2)NC(C(=O)NCCc2ccc(Cl)cc2Cl)CS3)cc1 (stereo unspecified)	-6.2	7.2	3.1
O=S(=O)(NC1(c2cccc(F)c2)CCOCC1)N1CCCCC1	-0.4	-8.0	-15.1
O=C(Nc1ccc(N2CCC(Cc3ccccc3)CC2)c(C(=O)NCCN2CCOCC2)c1)c1ccccc1Br	-4.3	-3.7	-4.3

Filtered by structure, those above with a furan ring, fused or not.
SMILES	NPYLR7 agonist	hcGAS lum	mcGAS inh
CCOC(=O)c1cc(-c2ccc(N3CCN(C(=O)c4cc(C)oc4C(F)(F)F)CC3)cc2)n(-c2ccc(F)cc2)n1	24.3	-4.0	-6.7
Cc1ccc(C)c(-n2nc(-c3ccco3)cc2C(=O)N2CCN(c3cccc(Cl)c3)CC2)c1	-3.1	-6.0	-3.8
Cc1ccc(CN(CCc2ccccc2)C(=O)CN(CCN2CCCC2)C(=O)c2ccco2)o1	4.5	0.2	-2.5

(list continues)
SMILES	NPYLR7 agonist	hcGAS lum	mcGAS inh
Cc1[nH]n(-c2ccccc2)c(=O)c1C1=C(N2CCCC2)C(=O)N(c2ccccc2F)C1=O	nt	-0.2	1.0
Brc1ccc(-c2nc3ncccn3c2Nc2ccc3c(c2)OCCO3)o1	8.6	-10.6	nt
COC(=O)CNC(c1ccccc1)c1cc(C)ccc1N (stereo unspecified)	-4.1	-5.7	-8.3
Cc1cccc(CCNC(=O)C2CCN(C(=O)N3CCCC3)CC2)c1	11.6	-1.5	nt
Cc1ccc(S(=O)(=O)Nc2ccc(F)cc2)cc1C(=O)NC1CC1	6.2	-1.2	nt
Cc1ccc(S(=O)(=O)Nc2ccc([N+](=O)[O-])cc2C(N2CCOCC2)N2CCOCC2)cc1	-6.3	2.1	nt
Cc1ccc(N2C(=O)CC(NCCc3ccccc3F)C2=O)cc1 (stereo unspecified)	-2.1	-8.0	-5.5
CCc1c(C(=O)NCc2ccco2)c(C)nn1-c1ccccc1C	-4.4	-7.6	-9.3
CNCC1CC(c2ccc(F)cc2)=NO1 (stereo unspecified)	-0.2	0.4	-2.6
O=C(NCCCN1CCOCC1)c1ccc(-c2cc(-c3ccc(Cl)cc3Cl)[nH]n2)cc1	8.6	-4.2	-5.5
O=c1c2nnn(-c3cccc(Cl)c3)c2ncn1Cc1cccc(C(F)(F)F)c1	0.3	4.5	nt
COc1cccc(-c2nc(C=Nc3cc(Cl)ccc3Cl)c(O)o2)c1	-0.6	-5.0	-6.1
CC(O)CN(Cc1ccc(F)cc1)CC1CCCO1 (stereo unspecified)	-3.2	-9.9	-9.7
COc1ccccc1OC1CN(Cc2ccccn2)C1	3.3	-4.0	-22.0
O=C(Nc1ccc(Cl)c(C(F)(F)F)c1)N1CCC(c2ccccc2)CC1	-3.3	-1.9	nt

Only hcGAS lum, for some of the entries so far:
compound,hcGAS lum
O=[N+]([O-])c1ccc(N2CCCc3ccccc32)c([N+](=O)[O-])c1,-10.6
O=C(Cn1cc(OCc2ccccc2F)c(=O)cc1CO)NCc1ccc(F)cc1,-10.3
CC1CCCC(C)N1NC(=S)Nc1ccc(OC(F)F)cc1 (stereo unspecified),-7.0

Complete entries, looked up by structure. Values in the order: NPYLR7 agonist, hcGAS lum, mcGAS inh
Brc1ccc(-c2nc3ncccn3c2Nc2ccc3c(c2)OCCO3)o1 in the list: 8.6, -10.6, nt
COC(=O)CNC(c1ccccc1)c1cc(C)ccc1N (stereo unspecified) in the list: -4.1, -5.7, -8.3
CC(O)CN(Cc1ccc(F)cc1)CC1CCCO1 (stereo unspecified) in the list: -3.2, -9.9, -9.7
Cc1ccc(N2C(=O)CC(NCCc3ccccc3F)C2=O)cc1 (stereo unspecified) in the list: -2.1, -8.0, -5.5

Continuation:
SMILES	NPYLR7 agonist	hcGAS lum	mcGAS inh
CCOc1ccccc1NC(=O)N1CCN(c2nc(C(C)C)nc3sc4c(c23)CCCC4)CC1	-9.5	-4.1	-3.7
Cc1nc(SCc2nc(-c3ccccc3OCc3ccccc3)no2)[nH]c(=O)c1C	-0.4	-4.1	-1.0
Cc1cccc(N(C)C(=O)c2cccc(NC(=O)C3CCCO3)c2)c1 (stereo unspecified)	-0.6	-8.4	nt
COCCNC(=O)c1coc(CN(Cc2cccc(C(F)(F)F)c2)Cc2cccc(OC)c2OC)n1	-11.3	2.9	2.3
CCCCc1ccc(C(=O)N(CC(=O)N(Cc2cccn2Cc2cccc(OC)c2)C(C)(C)C)CC(C)C)cc1	0.6	-9.4	-6.5
O=C(O)c1cn(-c2ccc(F)cc2)c2cc(N3CCNCC3)c(F)cc2c1=O	-9.3	2.1&4.1	nt
Cc1cc(=O)n2c3ccccc3n(CC(O)CNc3ccc(F)cc3)c2c1C#N (stereo unspecified)	-5.3	-1.3	1.4
CN1CCN(CC(=O)N2CCN(C(=O)c3ccco3)CC2)CC1	-0.2	-7.3	nt
Cc1nnc(Sc2c(C#N)c(=O)n(C)c(=O)n2C)n1Cc1ccccc1	-2.2	-2.2	nt
COc1cc(C2=NC(=Cc3cc(OC)c4c(c3)OCCO4)C(=O)O2)cc(OC)c1OC	1.6	-8.0	nt
COC(=O)c1ccc(CSc2nnc(-c3ccco3)n2-c2ccc(F)cc2)o1	nt	-2.3	-3.6
C=CCN(CC(=O)N(CCc1ccc(OC)c(OC)c1)Cc1ccc(C)o1)C(=O)c1ccco1	0.6	-7.6	-4.6

Outcome played no part in choosing rows; 0.27% or so of the library scored in one or more.
